# Compound activity as filed in PubChem.
# ERa coact pot: enhancers of ERα–SRC-1 coactivator binding, primary screen, biochemical, TR-FRET, ERα LBD, low estradiol; Estrogen receptor (Homo sapiens), P03372; 1.3% of 86,000 active; AID 639, 2007; coactivator binding (% of control), % at 25.6 µM; TR-FRET ERalpha-LBD/SRC-Cy5 coactivator binding, 2 h; 100 = basal binding, no effect; in the data active = activity above about 200%;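 also: binding measured in presence of low estradiol as agonist stimulus; 0% = peptide alone without receptor and 100% = receptor with peptide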
# Target sequence (P03372 whole entry, looked up, the tested form may be a part): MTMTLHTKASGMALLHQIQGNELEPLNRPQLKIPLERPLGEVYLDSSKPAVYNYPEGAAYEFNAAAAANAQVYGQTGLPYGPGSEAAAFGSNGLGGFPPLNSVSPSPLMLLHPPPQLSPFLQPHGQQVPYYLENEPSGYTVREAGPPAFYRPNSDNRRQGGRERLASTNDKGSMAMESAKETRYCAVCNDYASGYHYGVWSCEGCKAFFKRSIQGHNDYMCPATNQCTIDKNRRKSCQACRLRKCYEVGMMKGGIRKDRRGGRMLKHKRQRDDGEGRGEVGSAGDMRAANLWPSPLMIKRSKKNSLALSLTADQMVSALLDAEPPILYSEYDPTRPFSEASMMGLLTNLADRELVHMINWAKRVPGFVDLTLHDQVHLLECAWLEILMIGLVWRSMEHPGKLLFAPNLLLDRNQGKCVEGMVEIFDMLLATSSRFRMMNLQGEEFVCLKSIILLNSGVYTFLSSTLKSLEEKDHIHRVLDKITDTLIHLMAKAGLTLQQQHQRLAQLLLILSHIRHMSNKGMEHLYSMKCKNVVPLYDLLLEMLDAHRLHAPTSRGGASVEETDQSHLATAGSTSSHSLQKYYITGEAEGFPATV
# ERa coact inh: ERα–SRC-1 coactivator interaction inhibitors, primary screen, biochemical, TR-FRET, ERα LBD, estradiol-bound; Estrogen receptor (Homo sapiens), P03372; TR-FRET ER-alpha LBD / SRC-1 peptide; inhibition, % at 25.6 µM; 1.7% of 86,000 active; AID 629, 2007; in the data active = inhibition above about 50%;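 also: 0% = receptor plus peptide control and 100% = peptide only without receptor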
# CD11b adhes enh: enhancers of CD11b/CD18 adhesion to fibrinogen, primary screen, K562 cells, luminescence; ATPlite luminescence; activation, % at 10 µM; 0.07% of 93,000 active; AID 1499, 2009;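 active = 10 µM primary screen giving 50% or more activity, confirmed by 40% or more on retest at that dose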; also: strong numbers were not always called active
# Smad3 inh: Smad3/FoxH1 peptide binding inhibitors, primary screen, biochemical, TR-FRET | Mothers against decapentaplegic homolog 3 (Homo sapiens), P84022 | TR-FRET Smad3/Dy647-FoxH1 peptide binding, europium anti-His | inhibition, % at 25 µM | 0.29% of 88,000 active;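 active = compounds that reduce the energy-transfer binding signal between the protein and its labelled peptide by more than half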;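 also: 0% = Smad3 plus labelled peptide maximal FRET and 100% = peptide-only background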
# Lung fibro prol: antiproliferative effect on LL 47 fibroblasts – human, LL 47 cells, CellTiter-Glo luminescence, primary screen | viability, % at 10 µM | 1.1% of 85,000 active | LL 47 human lung fibroblast viability, ATP luminescence; hits give low values;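 active = viability at or below 50% in the single dose screen; inactive = viability above 50%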;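 also: compound exposure lasted 72 h before the ATP readout; 100% = median luminescence of untreated cell-only wells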
#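 Material: human lung fibroblast line LL 47, low passage; Evaluation: viability percentage against median untreated-cell control; Buffer or medium: 15% FBS in IMEM; Incubation: 72 h compound exposure at 37 °C after overnight plating; Dosing: 0.1% DMSO in all compound wells; Measured by: CellTiter-Glo luminescence.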
# ERb coact inh: inhibitors of ERβ-SRC1 coactivator interaction, primary screen, biochemical, TR-FRET, ERβ LBD, SRC-1 peptide; AID 633, 2007; Estrogen receptor beta (Homo sapiens), Q92731; 1.3% of 86,000 active; inhibition, % at 25.6 µM; TR-FRET ER-beta LBD / SRC1-Cy5 peptide binding; receptor agonist-loaded with 1 µM estradiol;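 active = compounds whose percent inhibition of the receptor-coactivator binding signal exceeds about 50% in the single-dose screen, limit read from the data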;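 also: 0% = receptor plus peptide wells without compound and 100% = peptide-only wells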
# Target sequence (Q92731 whole entry, looked up, the tested form may be a part): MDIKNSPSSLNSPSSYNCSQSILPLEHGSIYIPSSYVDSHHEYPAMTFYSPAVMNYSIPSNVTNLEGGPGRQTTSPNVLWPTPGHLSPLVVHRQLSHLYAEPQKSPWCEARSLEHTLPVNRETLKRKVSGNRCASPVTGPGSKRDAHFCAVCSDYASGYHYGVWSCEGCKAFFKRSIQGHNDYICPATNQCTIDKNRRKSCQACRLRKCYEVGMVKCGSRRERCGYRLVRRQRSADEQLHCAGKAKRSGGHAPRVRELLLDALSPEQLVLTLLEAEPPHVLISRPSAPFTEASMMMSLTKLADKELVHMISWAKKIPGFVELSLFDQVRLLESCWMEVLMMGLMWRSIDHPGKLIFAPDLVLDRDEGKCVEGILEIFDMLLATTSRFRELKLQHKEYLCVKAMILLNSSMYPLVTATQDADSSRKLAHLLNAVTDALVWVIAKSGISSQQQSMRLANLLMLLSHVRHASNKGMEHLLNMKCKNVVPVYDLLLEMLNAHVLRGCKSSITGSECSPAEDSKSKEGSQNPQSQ
# MT1-MMP txn act: MT1-MMP promoter reporter activation – cell-based, luciferase luminescence, primary screen; HT1080 MT1-MMP promoter luciferase reporter, overnight; hits give high values; activation factor at 10 µM; 0.16% of 86,000 active; AID 750, 2007;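 active = activation factor of at least 2 for MT1-MMP transcription at 10 µM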
# HUVEC prolif 384: inhibitors of HUVEC proliferation, primary screen, cell-based, 384-well | 1.1% of 86,000 active | viability, % at 10 µM (by protocol) | CellTiter-Glo luminescence, 72 h; hits give low values | AID 648, 2007;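 active = viability at or below 30%; inactive = viability above 30%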;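 also: 100% = median luminescence of DMSO-only cell control wells on each plate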
# H69AR growth 86K: proliferation blockers of H69AR lung cancer cells, primary screen, cell-based, human, 86K library. H69AR lung tumor viability, ATP luminescence, 72 h; hits give low values. viability, % at 10 µM. 6% of 85,000 active;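 active = viability at or below 40%; inactive = viability above 40%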;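 also: multidrug resistant small cell line overexpressing MRP-1 efflux transporter; 100% = mean luminescence of untreated control wells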
# * = called active by the depositor; . = no result given; [ ] = remark or other dose. Only part of the results is shown. The share of hits here may be higher or lower than overall.
1) Nc1cc(=O)[nH]c(SCC(=O)Nc2cccc(Cl)c2)n1
2) Cc1cc(NCCCN(C)C)n2nc(-c3cccs3)cc2n1
3) CCC(C)[C@H](NC(=O)OC(C)(C)C)C(=O)N/N=C/c1cccc2nccnc12 (some centres undefined)
4) CCc1ccc2c(CN(CC)Cc3nc4ccccc4c(=O)[nH]3)cc(=O)oc2c1
5) O=C(Nc1ccccc1N1CCCCC1)c1ccc2nccnc2c1
6) c1ccc(CSc2nnnn2-c2ccccc2)cc1
7) COc1ccc(N2C(=O)CC(NC3CC3)C2=O)cc1 (centres undefined)
8) C=CCC1c2cccc(C(=O)OC)c2C(=O)N1c1ccccc1 (centres undefined)
compound no.,1,2,3,4,5,6,7,8
ERa coact pot,88.3,153.7[fluorescence artefact?],83.5,114.6,106.3,89.7,124.3,101.1
ERa coact inh,-10.1,-11.9,4.9,-6.1,12.9,2.3,-19.4,1.1
CD11b adhes enh,-2.5,.,-2.0,7.3,0.9,3.2,-0.5,.
Smad3 inh,-15.6,11.3,-6.4,-1.0,7.3,9.1,4.7,-10.0
Lung fibro prol,97.6,99.1,84.6,90.1,93.2,105.6,97.8,99.4
ERb coact inh,-7.8,-15.1,43.2,-6.4,-4.6,-1.1,-13.7,-1.8
MT1-MMP txn act,1.2,1.3,0.9,1.1,1.2,1.1,1.1,1
HUVEC prolif 384,95.5,87.4,73.3,82.9,98.2,113.8,95.2,105.2
H69AR growth 86K,96.0,90.7,79.7,35.8*,60.0,98.1,105.6,91.4

# Some entries already given with just CD11b adhes enh, ERb coact inh and Smad3 inh:
entry	smiles	CD11b adhes enh	ERb coact inh	Smad3 inh
3	CCC(C)[C@H](NC(=O)OC(C)(C)C)C(=O)N/N=C/c1cccc2nccnc12 (some centres undefined)	-2.0	43.2	-6.4
4	CCc1ccc2c(CN(CC)Cc3nc4ccccc4c(=O)[nH]3)cc(=O)oc2c1	7.3	-6.4	-1.0

# (further entries)
9) CCC(C)N1CC23C=CC(O2)C(C(=O)OCc2ccccc2)C3C1=O (centres undefined)
10) C=CCN=C1SC(C)C(=O)N1S(=O)(=O)c1ccccc1 (centres undefined)
11) O=C(NCc1ccncc1)/C(=N/O)c1ccccc1
12) CCc1nnc(NC(=O)CCN2C(=O)c3ccccc3C2=O)s1
13) Cc1ccc(NS(=O)(=O)c2ccc(CCC(=O)O)cc2)cc1
14) CC(C)n1c(=N)c(C(=O)NCCc2ccccc2)cc2c(=O)n3ccccc3nc21
15) CCOC(=O)N1CCN(C(=O)c2ccc(C)c(S(=O)(=O)Nc3ccccc3)c2)CC1
16) Cc1ccc(CN(c2ccc(C(=O)N3CCc4ccccc4C3)cc2)S(C)(=O)=O)cc1
compound no.,9,10,11,12,13,14,15,16
ERa coact pot,132.4,105.1,126.0,106.6,115.2,122.2[fluorescence artefact?],111.2,114.2
ERa coact inh,-2.9,5.9,-4.3,-4.2,2.3,0.6,-10.2,2.8
CD11b adhes enh,-2.4,-1.5,-2.6,-0.1,-2.2,.,6.3,-3.3
Smad3 inh,-1.5,0.2,-5.1,-8.9,-5.5,0.4,-2.8,6.0
Lung fibro prol,106.8,98.5,91.8,97.3,101.9,92.3,89.0,94.8
ERb coact inh,-10.4,15.9,-5.6,1.7,2.4,1.0,-6.6,-0.5
MT1-MMP txn act,1,1.2,1.2,1.2,1.1,1.2,1.2,1
HUVEC prolif 384,100.4,89.3,81.1,106.6,94.1,61.7,92.9,87.9
H69AR growth 86K,101.5,101.4,.,95.3,77.2,65.9,35.8*,90.4

# A few values from the results shown:
# CCC(C)N1CC23C=CC(O2)C(C(=O)OCc2ccccc2)C3C1=O (centres undefined) – H69AR growth 86K: 101.5
# CCc1nnc(NC(=O)CCN2C(=O)c3ccccc3C2=O)s1 – ERa coact inh: -4.2
# Cc1cc(NCCCN(C)C)n2nc(-c3cccs3)cc2n1 – Lung fibro prol: 99.1

# Continuation:
17) CCOC(=O)Nc1ccc(S(=O)(=O)Nc2cc(C)on2)cc1
18) Cc1sc2nc(SCC(=O)NCc3cccs3)[nH]c(=O)c2c1C
19) Cc1nnc(N2C(=O)C(O)=C(C(=O)c3ccco3)C2c2ccc(C(C)(C)C)cc2)s1 (centres undefined)
20) O=C(COC(=O)c1ccc(Cl)c(S(=O)(=O)N2CCCC2)c1)NC1CCCC1
21) COC(=O)CSc1nnc(-c2ccc(S(=O)(=O)N3CCCCC3)cc2)o1
22) COc1ccccc1NC(=O)C1C2C=CC(O2)C1C(=O)O (centres undefined)
23) CCOc1ccc(C)cc1-n1nc2ccccc2n1
24) CCOc1ccccc1NC(=O)Nc1cc(OC)ccc1OC
compound no.,17,18,19,20,21,22,23,24
ERa coact pot,114.5,101.5,78.8,87.8,44.4,121.5,124.0,94.6
ERa coact inh,-5.3,5.1,-4.8,12.4,3.8,-8.6,-6.6,6.8
CD11b adhes enh,1.1,-2.8,.,-4.9,-1.9,4.1,-2.5,18.0
Smad3 inh,1.3,-3.0,-0.3[fluorescence artefact?],-1.9,-14.7[fluorescence artefact?],-4.5[fluorescence artefact?],-1.6,16.6
Lung fibro prol,101.2,92.6,96.2,107.2,96.3,49.7*,102.9,95.8
ERb coact inh,7.7,-0.2,4.7,16.6,-12.8,0.5[fluorescence artefact?],-3.3,1.6
MT1-MMP txn act,1,1.1,1.4,1.2,1.3,1.3,1.1,1.1
HUVEC prolif 384,107.4,74.3,93.8,95.2,96.6,92.0,101.1,92.8
H69AR growth 86K,88.9,.,80.6,104.1,99.7,93.1,102.9,93.8

25) Cc1cccc(/N=C/c2c(O)[nH]c3ccccc23)n1
26) CCOc1ccc(N2CC(C(=O)Oc3ccccc3)CC2=O)cc1 (centres undefined)
27) Cc1ccc(NC(=O)c2cnn(-c3ccccc3)c2NC(=O)c2ccco2)cc1
28) O=C(c1cccs1)c1coc2ccc(O)c(CN(CCO)CCO)c12
29) Cc1cccc(NC(=O)Cc2cccs2)n1
30) O=C1NCCCN1Cc1ccc(F)cc1
31) Cc1nn(-c2ccccc2)c2nc(=O)n(-c3ccccc3)cc12
32) COc1cccc(CN2CCSCC2)c1
compound no.,25,26,27,28,29,30,31,32
ERa coact pot,94.4[fluorescence artefact?],69.3[fluorescence artefact?],99.5,94.9,84.2[fluorescence artefact?],111.2,92.5,124.0
ERa coact inh,0.2[fluorescence artefact?],33.6,-3.0,-6.1,-8.2,-3.3,8.0,-3.9
CD11b adhes enh,-4.1,.,-2.5,1.2,2.2,-1.8,1.4,2.7
Smad3 inh,4.3,4.0,-8.2,18.9,-3.5,-7.0,8.0,1.7
Lung fibro prol,.,98.2,112.2,93.4,96.5,97.5,102.3,105.1
ERb coact inh,7.4[fluorescence artefact?],27.4,-4.3[fluorescence artefact?],-1.8,2.4,-2.8,2.1,-9.1
MT1-MMP txn act,1.7,1.2,1,.,1.5,1.2,1.1,1.1
HUVEC prolif 384,78.7,97.3,100.0,94.0,91.1,102.2,99.5,93.1
H69AR growth 86K,48.1,94.8,100.7,82.2,104.7,101.1,84.0,89.9

33) O=C(C1CCCN1S(=O)(=O)c1ccc(Cl)cc1)N1CCOCC1 (centres undefined)
34) O=C(CSc1nnc(CNc2ccc(F)cc2)n1-c1ccccc1)N1CCOCC1
35) CCOC(=O)c1c(N)sc(C(=O)N(C)C)c1C
36) CS(=O)(=O)N(Cc1ccccc1)c1ccc(C(=O)N2CCc3ccccc3C2)cc1
37) O=C(Nc1nc2ccc(S(=O)(=O)N3CCCCC3)cc2s1)c1cccnc1
38) COc1ccc(N2CCN(C(=O)C34CCC(C)(C(=O)C3)C4(C)C)CC2)cc1 (centres undefined)
39) CCCC(=O)N1CCN(c2nc(CC(C)C)c3c(c2C#N)CCC3)CC1
40) O=C(c1ccc2c(c1)OCO2)N(Cc1ccco1)C1(C(=O)NC2CCCCC2)CCCCC1
compound no.,33,34,35,36,37,38,39,40
ERa coact pot,106.4,111.0[fluorescence artefact?],125.3,125.1,127.2[fluorescence artefact?],127.6,89.5,72.6
ERa coact inh,-34.0,-5.9,-4.3,1.5,-1.1,-6.6[fluorescence artefact?],-8.9,4.0
CD11b adhes enh,2.9,.,-1.5,.,-2.6,-1.2,-1.2,0.1
Smad3 inh,5.6,-0.8,-2.9,-2.8,4.9,7.0,1.0,-16.6
Lung fibro prol,93.3,111.7,.,98.2,86.7,97.4,101.9,.
ERb coact inh,-11.2,12.6[fluorescence artefact?],1.3,-7.9,-2.7,1.2,-14.1,6.6
MT1-MMP txn act,1.1,1.3,1,1.1,1.1,1.1,1.3,1.2
HUVEC prolif 384,96.7,99.2,110.1,99.2,87.2,93.2,85.0,.
H69AR growth 86K,68.9,100.6,93.4,82.2,87.7,97.0,97.3,.

41) Cc1ccc(C)c2c1sc(=NC(=O)CN1C(=O)CCC1=O)n2C
42) CN1CCN(C(=O)c2cc(Cl)ccc2Cl)CC1
43) CCCCn1c(CNC(=O)C(C)(C)C)nc2ccccc21
44) CCOC(=O)c1ccc(NC(=O)c2c(O)c3ccccc3n(C)c2=O)cc1
45) O=C(CN1C(=O)c2ccccc2C1=O)NCc1ccncc1
46) CC(C)(C)n1nnnc1CN(Cc1ccco1)Cc1cc2cc3c(cc2[nH]c1=O)OCO3
47) O=C(Nc1ncccc1Cl)C1COc2ccccc2O1 (centres undefined)
48) COc1ccc(-c2c(C)nn(-c3ccccc3)c2N)cc1
compound no.,41,42,43,44,45,46,47,48
ERa coact pot,75.5,113.0,104.4,168.6,135.6,91.8,99.5,98.1[fluorescence artefact?]
ERa coact inh,2.3[fluorescence artefact?],-10.0,-5.1,63.0*,-1.0,12.2,-10.8,-5.4
CD11b adhes enh,-0.4,-0.3,.,0.5,-3.8,-2.1,-0.4,-0.5
Smad3 inh,-16.2,5.1,-4.5,7.7,4.9,18.1,3.5,5.0
Lung fibro prol,104.5,91.1,96.5,89.7,97.6,85.9,103.6,92.0
ERb coact inh,32.5[fluorescence artefact?],-6.8,3.3,42.5,-12.2[fluorescence artefact?],49.7,-1.6,-14.8
MT1-MMP txn act,1.1,1.2,1.1,1.2,1.4,0.9,1.7,.
HUVEC prolif 384,114.8,82.9,105.9,96.2,97.0,81.5,96.7,86.8
H69AR growth 86K,89.2,97.0,86.1,84.7,100.3,35.4*,102.1,98.3

49) Cc1n[nH]c(C)c1S(=O)(=O)N1CCCC(C(=O)N2CCc3ccccc32)C1 (centres undefined)
50) Cc1cccc(CSc2nc(N)c(C#N)c(-c3cccs3)c2C#N)c1
51) CCOn1c(SC(C)C)nc2ccccc2c1=O
52) CCOc1ccc(Cn2nnc(C(=O)Nc3cc(OC)cc(OC)c3)c2N)cc1
53) CCN(CC)c1ccc(NC(=O)CSc2nnc(N)s2)cc1C
compound no.,49,50,51,52,53
ERa coact pot,111.0,175.1[fluorescence artefact?],92.3,257.1*[fluorescence artefact?],94.2
ERa coact inh,-4.2,6.8[fluorescence artefact?],-5.2,18.1[fluorescence artefact?],-2.8
CD11b adhes enh,-1.8,.,-0.9,-0.1,-0.1
Smad3 inh,-0.2,-1.8,8.3,-9.6,-22.9
Lung fibro prol,82.3,87.0,99.9,89.2,106.1
ERb coact inh,0.4,10.1[fluorescence artefact?],-7.9,9.0[fluorescence artefact?],10.9[fluorescence artefact?]
MT1-MMP txn act,1.3,1.1,1.1,1.1,1
HUVEC prolif 384,89.4,82.0,99.9,52.7,93.2
H69AR growth 86K,58.2,79.0,102.7,91.3,93.9
